# Screening data (PubChem)
# TRHR agonist: qHTS for Small Molecule Agonists and Allosteric Enhancers of Human TRH Receptor: Primary Screen for Agonists; Thyrotropin-releasing hormone receptor (Homo sapiens), P34981; TRHR cells, calcium flux fluo-8, FDSS agonist mode; activation, % at 2 µM; 360,000 compounds, 0.18% hits; AID 493084, 2011; in the data active = activation above about 30%; note: 0% is about no effect
# Target sequence (P34981 whole entry, looked up): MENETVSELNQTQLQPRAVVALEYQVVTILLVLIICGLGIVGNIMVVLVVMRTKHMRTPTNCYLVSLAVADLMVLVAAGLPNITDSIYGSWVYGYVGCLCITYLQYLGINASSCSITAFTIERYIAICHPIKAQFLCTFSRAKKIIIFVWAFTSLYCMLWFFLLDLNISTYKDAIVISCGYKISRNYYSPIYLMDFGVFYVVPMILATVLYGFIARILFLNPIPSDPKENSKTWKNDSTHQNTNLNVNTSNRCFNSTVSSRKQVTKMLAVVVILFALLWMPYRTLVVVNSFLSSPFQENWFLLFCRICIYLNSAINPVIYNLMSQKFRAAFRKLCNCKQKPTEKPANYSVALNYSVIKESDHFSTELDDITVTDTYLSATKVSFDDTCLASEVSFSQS
#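 Agonist-mode FDSS calcium read (Ex 480/Em 530, 1 s cycles) in 1536-well TRHR cells with fluo-8 dye, after 10-cycle baseline and 23 nL compound addition; TRH at EC20 (10 nM final) added afterwards for the enhancer phase.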
# D2 antagonist: HTS Assay for Allosteric Antagonists of the Human D2 Dopamine Receptor: Primary Screen for Antagonists. D(2) dopamine receptor (Homo sapiens), P14416. HEK293 TREx D2 cells, calcium flux, dopamine EC80. inhibition, % at 10 µM. 340,000 compounds, 2% hits; in the data active = inhibition above about 30%; note: 0% is about no effect
#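 Compounds are added to dye-loaded, induced HEK293 T-REx cells coupled to calcium release via D2; after a 3 min kinetic read an EC80 dopamine stimulus is given and fluorescence is recorded for 3 more min.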
# Pin1 inhibitor: qHTS Assay to Find Inhibitors of Pin1. Pin1 FP peptide displacement, HiFluor488, 10 min. Potency, µM (titrated, usually from 115 µM), without a hit: top-dose activity, negative = inhibition, hits mostly inhibitors. 390,000 compounds, 0.009% hits; active = well fitted inhibition curve with a large enough effect in the polarisation, with a control signal flat, not every such curve was filed as active; inconclusive = small, poorly fitted or top-dose-only effect, or effect the other way, or a change in a side signal; inactive = no such curve, though single readings can be large or run the other way; the % refers to the polarisation; note: potency is the fitted concentration of half-maximal effect; % is set by controls: 0 for no effect and ±100 for the full control effect
# Target sequence (Q13526 whole entry, looked up): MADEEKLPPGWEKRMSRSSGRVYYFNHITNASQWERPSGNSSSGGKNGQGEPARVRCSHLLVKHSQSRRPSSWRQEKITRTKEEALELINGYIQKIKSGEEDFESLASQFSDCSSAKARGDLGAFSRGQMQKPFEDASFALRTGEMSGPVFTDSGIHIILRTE
# TRHR PAM: qHTS for Small Molecule Agonists and Allosteric Enhancers of Human TRH Receptor: Primary Screen for Enhancers; Thyrotropin-releasing hormone receptor (Homo sapiens), P34981; TRHR cells, fluo-8 calcium fluorescence, EC20 TRH enhancement; enhancement, % at 2 µM; 360,000 compounds, 0.66% hits; AID 493056, 2011; in the data active = enhancement above about 30%; note: 0% is about no effect
#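 TRHR-expressing cells loaded with fluo-8 calcium dye were read kinetically (ex 480/em 530) during compound addition, then stimulated with an EC20 of TRH (10 nM final). Enhancement of the Gq-mediated intracellular calcium response was scored.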
# TrxR1 substrate: qHTS Assay for Substrates of Mammalian Selenoprotein Thioredoxin Reductase 1 (TrxR1): qHTS | purified TrxR1 substrate turnover, NADPH consumption readout | Potency, µM (top dose mostly 114 µM), for the others: at the highest dose activity change, negative = substrate turnover | Thioredoxin reductase 1, cytoplasmic (Rattus norvegicus), O89049 | AID 588456, 2011 | 390,000 compounds, 0.01% hits; note: potency is the fitted concentration of half-maximal effect; % is set by controls: 0 for no effect and ±100 for the full control effect; nearly all actives have a fitted effect of over 50% in size
#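 Rat TrxR1, dispensed at 90 nM, was prereduced with 400 uM NADPH (final) for 5 min at ~22 deg C, then incubated with compound 15 min before 400 uM selenite. A first-read NADPH fluorescence drop versus no-compound background flagged substrates.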
# rTrxR1 inhibitor: qHTS Assay for Inhibitors of Mammalian Selenoprotein Thioredoxin Reductase 1 (TrxR1): qHTS. Thioredoxin reductase 1, cytoplasmic (Rattus norvegicus), O89049. recombinant rTrxR1, NADPH fluorescence consumption, selenite substrate. Potency, µM (doses to about 114 µM), for inactives: top-dose activity change, negative = inhibition, hits mostly inhibitors. 390,000 compounds, 1% hits; note: potency is the fitted concentration of half-maximal effect; % is set by controls: 0 for no effect and ±100 for the full control effect; nearly all actives have a fitted effect of over 65% in size
#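 Rat TrxR1 (90 nM in the dispensed reagent) was pre-reduced with 400 uM NADPH for 5 min at room temperature, then incubated with compound for 15 min. After 400 uM selenite was added, NADPH fluorescence (Ex 340/Em 450 nm) was followed for 8 min.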
# USP1 inh: Inhibitors of USP1/UAF1: Primary Screen | Ubiquitin carboxyl-terminal hydrolase 1 (Homo sapiens), O94782 | recombinant USP1/UAF1, Ub-Rhodamine cleavage fluorescence | Potency, µM (highest dose often 57.1 µM), for the others: at the top dose activity change, negative = inhibition, most hits filed as inhibitors | 390,000 compounds, 0.23% hits | AID 743255, 2014; note: potency is the fitted concentration of half-maximal effect; % is set by controls: 0 for no effect and ±100 for the full control effect; nearly all actives have a fitted effect of over 60% in size; inactives centre near -12
#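 USP1/UAF1 complex (1 nM) preincubated 15 min at room temperature with compound, then Ub-Rho substrate (150 nM final) added. Kinetic fluorescence at 480/540 nm over 6 reads at 60 s intervals; 50 mM HEPES pH 7.8, 0.5 mM EDTA, 0.1 mg/ml BSA, 1 mM TCEP, 0.01% Tween-20.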
# D2 agonist: HTS Assay for Allosteric Agonists of the Human D2 Dopamine Receptor: Primary Screen for Agonists | D(2) dopamine receptor (Homo sapiens), P14416 | HEK293 T-REx D2 cells, calcium flux agonist mode | activation, % at 2 µM | 340,000 compounds, 0.53% hits | AID 485358, 2010;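 active = activation over 3 SD above normal in the single-dose calcium agonist read, cut at about 30% in these data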; note: 0% is about no effect
#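 Calcium-flux readout, 1 cycle/sec over 180 s following compound pin transfer, in inducible HEK293 Trex D2 cells (force-coupled); dopamine controls included. Positive calcium responses during this window marked compounds as potential agonists.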
# IDH1 R132H inh: qHTS for Inhibitors of mutant isocitrate dehydrogenase 1 (IDH1): qHTS; Isocitrate dehydrogenase [NADP] cytoplasmic (Homo sapiens), O75874; 390,000 compounds, 0.093% hits; AID 602179, 2012; IDH1-R132H enzyme, NADPH consumption, diaphorase/resazurin fluorescence; Potency, µM (series often up to 76.6 µM), for inactives: at the highest dose activity change, negative = inhibition, usual class: inhibitors; note: potency is the fitted concentration of half-maximal effect; % is set by controls: 0 for no effect and ±100 for the full control effect; nearly all actives have a fitted effect of over 65% in size
# Target sequence (O75874 whole entry R132H, stated change not applied): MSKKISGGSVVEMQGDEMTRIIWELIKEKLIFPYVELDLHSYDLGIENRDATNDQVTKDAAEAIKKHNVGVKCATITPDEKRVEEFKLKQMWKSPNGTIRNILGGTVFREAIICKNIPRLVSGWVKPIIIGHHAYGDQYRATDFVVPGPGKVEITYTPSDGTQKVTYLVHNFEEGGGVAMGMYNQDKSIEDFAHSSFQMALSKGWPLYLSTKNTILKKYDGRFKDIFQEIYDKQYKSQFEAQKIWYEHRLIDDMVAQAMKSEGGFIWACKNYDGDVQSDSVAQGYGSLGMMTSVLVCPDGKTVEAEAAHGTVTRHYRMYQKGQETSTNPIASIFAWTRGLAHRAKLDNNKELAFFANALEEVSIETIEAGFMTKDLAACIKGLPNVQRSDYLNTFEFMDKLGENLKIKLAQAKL
#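 IDH1-R132H (0.5 ug/mL) preincubated 30 min with compound, then NADPH (0.016 mM) and alpha-KG (2 mM) added; 80 min at RT, pH 7.5. Remaining NADPH coupled via diaphorase/resazurin to fluorescence (540/590 nm); concentration-response curves normalized to no-enzyme control.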
# * = called active by the depositor; ? = inconclusive; . = no result given; & = joins results of further samples; [ ] = dose if it differs, or a comment. Unless noted, calls come from the whole dose curve; as a rule, active = well fitted inhibition curve with a large enough effect; inconclusive = small, poorly fitted or top-dose-only effect; inactive = no such curve, though single readings can be large or run the other way.
nr	canonical_smiles	TRHR agonist	D2 antagonist	Pin1 inhibitor	TRHR PAM	TrxR1 substrate
1	CCCCn1c(CCC)nc([N+](=O)[O-])c1Sc1ccc(Cl)cn1	-0.1	40*	0%	-4	3%
2	COc1ccc(Cl)cc1C(Nc1cccnc1)c1ccc2cccnc2c1O (configuration not stated)	2.1	4	-14%	0	3%[57.1 µM]
3	COc1ccc(OC)c(NC(=O)C(=O)NNC(=O)COc2ccc(Br)cc2C)c1	-2.6	-5	1%	-7	3%
4	NC(=O)CSCc1cccc(Br)c1	-0.2	-12	0%	10	-4%
5	CN(CC(=O)NCc1ccc(F)cc1)CC(=O)Nc1ccc(Cl)c(C(F)(F)F)c1	1.2	21	1%	2	-17%
6	O=C(COc1coc(CN2CCc3ccccc3C2)cc1=O)N1CCOCC1	0.0	-12	1%	-3	7%
7	CC(=O)N1CC=CC1(CC(C)C)C(=O)NCc1cc(F)cc(C(F)(F)F)c1 (configuration not stated)	-0.4	-7	4%	14	-3%
8	Cc1cc(N2C(=O)C(O)=C(C(=O)c3cccs3)C2c2ccc(F)cc2)no1 (configuration not stated)	-0.5	4	0%	-1	-24%[57.1 µM]
9	O=C(CC1CC2CCC1C2)Nc1nc(-c2ccccn2)cs1 (configuration not stated)	-2.9	-3	-2%	2	1%[57.1 µM]
10	Cc1ccc(N=C(NOCc2ccc(Cl)cc2Cl)c2nonc2N)c(C)c1	0.8	7	-4%	-3	-5%[57.1 µM]
11	CC(OC(=O)c1cnccn1)C(=O)c1ccccc1 (configuration not stated)	1.0	3	0%	1	1%
12	COc1ccc(C(=O)NC(=S)Nc2nc(C)c(C(=O)N(C)C)s2)cc1	0.9	-5	5%	3	-7%
13	COc1ccc(C2NC(=O)CCC2[N+](=O)[O-])cc1OC (configuration not stated)	0.3	-1	-1%	3	4%
14	O=C(Nc1nc2ccc(Cl)cc2s1)[C@@H]1CCCN1C(=O)c1cccs1	0.4	-15	7%	8	-2%
15	CC(NC(=O)COC(=O)/C=C/c1ccco1)c1ccccc1 (configuration not stated)	0.0	-6	-7%	5	2%[57.1 µM]

nr	rTrxR1 inhibitor	USP1 inh	D2 agonist	IDH1 R132H inh
1	?	-18%	2.1	10%
2	4µM*	-25%	0.9	-7%
3	10%	-9%	-0.3	9%
4	5%	-5%	-0.7	8%
5	-15%	-5%	0.6	-8%
6	18%	-4%	5.1	7%
7	1%	-16%	-0.7	-6%
8	6%[57.1 µM]	-14%	-0.7	0%
9	14%[57.1 µM]	-19%	1.1	2%
10	16%	-20%	0.8	0%
11	5%	-3%	-0.4	2%
12	-6%	-14%	-0.4	3%
13	7%	-19%	-0.4	2%
14	7%	-22%	0.5	1%
15	-8%[57.1 µM]	-17%	-0.1	-2%

# Brought forward from above: 3 compounds, followed by the next part.
nr	canonical_smiles	TRHR agonist	D2 antagonist	Pin1 inhibitor	TRHR PAM	TrxR1 substrate
13	COc1ccc(C2NC(=O)CCC2[N+](=O)[O-])cc1OC (configuration not stated)	0.3	-1	-1%	3	4%
14	O=C(Nc1nc2ccc(Cl)cc2s1)[C@@H]1CCCN1C(=O)c1cccs1	0.4	-15	7%	8	-2%
15	CC(NC(=O)COC(=O)/C=C/c1ccco1)c1ccccc1 (configuration not stated)	0.0	-6	-7%	5	2%[57.1 µM]
16	O=C(O)CCNc1ccc(Cl)cc1	-1.0	15	-11%	-5	7%
17	Cn1c2ccccc2c2nnc(SCC(=O)NC3CCCC3)nc21	0.2	0	-6%	29	0%
18	S=C1SCN(Cc2ccco2)CN1Cc1ccco1	-0.7	-1	5%	-2	-6%
19	Cc1c(NC(=O)COC(=O)c2ccc(Cl)nc2)c(=O)n(-c2ccccc2)n1C	.	.	-7%	.	6%
20	c1ccc(-c2ccnc3nc(-n4cccc4)nn23)cc1	0.0	-11	?	-4	36%[activator]
21	CC(=O)Nc1ccc(S(=O)(=O)Nc2cccc(NC(=O)c3ccco3)c2)cc1	-0.5	-15	-1%	8	3%[57.1 µM]
22	CCS(=O)c1ccccc1C(=O)OCC(=O)N1CCC(c2ccccc2)=N1 (configuration not stated)	.	.	6%	.	0%
23	O=C(COc1ccc(Cl)cc1)Nc1ccccc1C(=O)OCc1cc(=O)n2ccsc2n1	0.3	.	34%[activator]	-3	-1%[57.1 µM]
24	COC(=O)c1cc(NC(=O)c2cc3ccccc3o2)cc(C(=O)OC)c1	-0.1	21	-3%	2	0%
25	CCOCC(=O)Nc1ccc(C)c(Cl)c1	-0.6	-9	1%	62*	18%[57.1 µM]
26	C/C(=N\NC(=O)Cn1nc(C)c([N+](=O)[O-])c1C)c1ccco1	0.2	-3	-17%	3	8%[57.1 µM]
27	O=C(NCCCN1CCOCC1)c1ccc(-n2nc(C(F)(F)F)cc2-c2cccs2)cc1	-0.6	.	5%	10	7%[57.1 µM]
28	CC(=O)C1C(=O)C=C(c2cccs2)CC1c1ccccc1 (configuration not stated)	-0.3	20	-1%	2	-5%[57.1 µM]
29	CCOc1ccc(CNC(=O)CCCn2nc(CC)n3c(cc4occc43)c2=O)cc1	0.0	-2	2%	13	-2%
30	CCCN(C(=O)CCSc1ccc(F)cc1)c1c(N)n(Cc2ccccc2)c(=O)[nH]c1=O	0.5	4	-3%	17	0%

nr	rTrxR1 inhibitor	USP1 inh	D2 agonist	IDH1 R132H inh
13	7%	-19%	-0.4	2%
14	7%	-22%	0.5	1%
15	-8%[57.1 µM]	-17%	-0.1	-2%
16	21%	-17%	-1.1	4%
17	11%	-19%	0.6	3%
18	-16%	-24%	-0.1	-3%
19	16%	-30%	.	9%
20	6%	-20%	-1.5	-6%
21	11%[57.1 µM]	-15%	-4.8	0%
22	4%	-3%	.	-10%
23	6%[57.1 µM]	3%	.	1%
24	8%	-10%	-1.1	7%
25	-5%[57.1 µM]	-9%	-0.6	0%
26	27%[57.1 µM]	-11%	-0.1	3%
27	0%[57.1 µM]	-8%	.	1%
28	-10%[57.1 µM]	-19%	1.3	10%
29	4%	-11%	-0.4	1%
30	16%	-6%	1.0	-2%

# (further entries)
nr	canonical_smiles	TRHR agonist	D2 antagonist	Pin1 inhibitor	TRHR PAM	TrxR1 substrate
31	COCc1cnc(C)nc1N	0.9	11	-3%	-1	2%[57.1 µM]
32	CC(NS(=O)(=O)c1ccc(F)cc1)C(=O)NCc1ccncc1 (configuration not stated)	-0.1	.	2%	-3	-9%[57.1 µM]
33	O=C(CSc1nnc(SCc2ccccc2)s1)N/N=C/c1ccc(C(=O)O)cc1	0.3	-8	-7%	-7	-2%
34	O=C1/C(=C/c2cccc(O)c2)SC(=S)N1CC1CCCO1 (configuration not stated)	0.9	1	6%	1	4%
35	CN(c1ccccc1)S(=O)(=O)c1ccc(C(=O)OCC(=O)NCc2cccs2)cc1	-0.6	-11	0%	-2	-13%
36	CCc1nnc(NC(=O)CCC(=O)O)s1	-0.8	15	1%	2	6%
37	Cc1sc2cc(-c3cccc([N+](=O)[O-])c3)c(-c3cccc([N+](=O)[O-])c3)c[n+]2c1C	-0.1	-2	1%	2	-14%
38	CC(OC(=O)c1cc(S(=O)(=O)N(C)c2ccccc2)ccc1Cl)C(=O)Nc1ccc2c(c1)OCCO2 (configuration not stated)	0.2	-22	-9%	-1	-1%
39	CC(O)CNc1ccc([N+](=O)[O-])cc1S(=O)(=O)N1CCOCC1 (configuration not stated)	-0.3	8	6%	7	-6%[57.1 µM]
40	COc1ccc(-c2cc(C(=O)NCC3CCCO3)c3ccccc3n2)cc1 (configuration not stated)	-0.1	-2	?	1	66%[activator]
41	Cc1ccc(N2CCN(C(=O)c3nn(C)c4c3CS(=O)(=O)c3ccccc3-4)CC2)c(C)c1	-1.1&-0.1	-13	1%&1%	0&-2	0%
42	COCCNC(=O)c1onc(CSc2cc(C)cc(C)c2)c1C(=O)O	-0.4	-5	-10%	4	8%[57.1 µM]
43	O=C(Cn1cc(C(=O)C2CC2)c2ccccc21)NC1CCCC1	0.6	-23	3%	-2	-4%

nr	rTrxR1 inhibitor	USP1 inh	D2 agonist	IDH1 R132H inh
31	7%[57.1 µM]	-17%	1.8	-11%
32	8%	-6%	.	6%
33	13%	-19%	0.0	-8%
34	14%	-19%	3.1	4%
35	-3%	-12%	6.3	-2%
36	14%	-28%	-1.0	2%
37	-19%	-1%	1.1	3%
38	8%	-17%	0.4	2%
39	3%[57.1 µM]	-10%	1.7	5%
40	16%	-24%	0.4	-2%
41	14%&10%	-17%&-22%	-0.3&-0.8	4%&-21%
42	26%	-31%	0.7	-16%
43	-12%[57.1 µM]	4%	-0.3	0%

# Some of the compounds tested (hit frequency here may not be typical).
